# Assay outcomes as filed in PubChem BioAssay.
# NR3A LBD binder: modulates the human NR3A ligand-binding domain; NR3A LBD differential scanning fluorimetry, Tm shift; 0% = protein alone, 100% = glycine-bound protein; hit rate 2.5% among 340,000; Tm shift relative to glycine control, % at 25 µM;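 active = melting temperature shift of at least 10% of the positive control shift, at one fixed dose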
# hIAP act: human IAP activation; P09923; hit rate 0.16% among 330,000; purified human IAP, CDP-Star luminescence, 30 min; hits give high values; 1 = vehicle-only enzyme, 0 = enzyme-free background; activation factor at 10 µM;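 active = activation factor of the enzyme at least 2-fold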; note: the source names both 10 and 20 µM as test concentration; values of inactives mirror those of a sister screen read the other way
# Target sequence (P09923 whole entry, looked up): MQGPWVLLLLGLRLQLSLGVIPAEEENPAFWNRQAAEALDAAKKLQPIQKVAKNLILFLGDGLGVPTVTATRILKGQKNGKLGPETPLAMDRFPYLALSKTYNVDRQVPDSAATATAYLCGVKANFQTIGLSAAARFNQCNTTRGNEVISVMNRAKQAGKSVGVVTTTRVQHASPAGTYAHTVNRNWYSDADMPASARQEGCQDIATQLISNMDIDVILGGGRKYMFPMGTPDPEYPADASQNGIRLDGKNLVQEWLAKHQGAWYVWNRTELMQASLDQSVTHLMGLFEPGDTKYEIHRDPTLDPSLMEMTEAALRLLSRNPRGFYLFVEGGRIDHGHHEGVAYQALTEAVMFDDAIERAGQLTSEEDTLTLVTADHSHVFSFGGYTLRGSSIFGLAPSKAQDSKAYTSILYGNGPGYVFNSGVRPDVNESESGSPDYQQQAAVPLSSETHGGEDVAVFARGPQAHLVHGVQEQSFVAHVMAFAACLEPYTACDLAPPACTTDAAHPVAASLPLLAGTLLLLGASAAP
# A3A deaminase: human APOBEC3A DNA deaminase inhibition; P31941; recombinant A3A, FAM/TAMRA ssDNA deamination fluorescence; inhibition, % at 20 µM; hit rate 0.41% among 330,000; AID 493011;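 active = at least 40% inhibition at 20 µM here, with at most 30% in a related deaminase screen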;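 note: plate controls were A3A with DMSO for no effect and wells lacking A3A enzyme for full effect; some results filed as inactive read as strong as hits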
# Target sequence (P31941 whole entry, looked up): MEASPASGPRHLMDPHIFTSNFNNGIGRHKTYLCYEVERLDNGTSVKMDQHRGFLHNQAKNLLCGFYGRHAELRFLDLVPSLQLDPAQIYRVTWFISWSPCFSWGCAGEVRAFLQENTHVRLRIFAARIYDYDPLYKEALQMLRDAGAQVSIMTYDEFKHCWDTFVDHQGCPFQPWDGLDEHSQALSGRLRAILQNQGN
# beta cell repl: inducers of beta-cell replication in MIN6 cells; MIN6 cells proliferation, ATPlite luminescence, 48 h; cells starved in 0.2% serum; 100% = growth in 10% serum; proliferation, % at 10 µM; hit rate 0.29% among 330,000; AID 2380;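 active = compounds whose signal lies at least 3.5 SD above the mean of all wells on their plate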;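 note: 0% = DMSO-treated cells in low-serum medium and 100% = 10% serum control; some compounds called inactive have numbers as strong as hits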
# hIAP inh: blocks human intestinal alkaline phosphatase. P09923. purified IAP, CDP-Star luminescence, 30 min. inhibition, % at 10 µM. hit rate 0.12% among 330,000. AID 2544;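 active = inhibition reaching a set limit with compound at 10 µM in the primary screen, cut at about 35% in these data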;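 note: plate controls were DMSO wells with enzyme for no effect and no-enzyme buffer wells for full effect; values of inactives mirror those of a sister screen read the other way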
# MPTP inh: permeability transition pore inhibition | inhibition, % at 10 µM | hit rate 1.4% among 360,000 | isolated mouse mitochondria, Ca2+ swelling absorbance, 30 min;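 active = inhibition of 50% or more, scaled per plate between neutral and stimulator controls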;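 note: 0% = DMSO wells given calcium and 100% = 1 mM EGTA wells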
# mIAP block: blocks mouse intestinal alkaline phosphatase; purified mouse IAP, CDP-Star luminescence, 30 min; inhibition, % at 10 µM; hit rate 0.2% among 330,000; AID 2806;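 active = inhibition of at least 40% at 10 µM in the primary screen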;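 note: plate controls were DMSO with enzyme for no effect and no enzyme wells for full effect; values of inactives mirror those of a sister screen read the other way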
# mIAP act: increases mouse intestinal alkaline phosphatase activity; hit rate 0.24% among 330,000; AID 2805; activation factor at 10 µM; muIAP, CDP-Star luminescence, 30 min; hits give high values; 1 = vehicle-only enzyme signal, 0 = enzyme-free wells;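 active = activation factor of at least 2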; note: the source names both 10 and 20 µM as test concentration; values of inactives mirror those of a sister screen read the other way
#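 Assay system: mouse IAP enzyme; reagent: chemiluminescent substrate CDP-Star; dosing: test compounds delivered from DMSO solution; schedule: 30 min at room temperature; measured by: luminescence from enzymatic CDP-Star hydrolysis; controls: DMSO-only wells and no-enzyme negative control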
# A3G deaminase: APOBEC3G (human) deaminase inhibition. recombinant A3G, ssDNA deamination FAM/TAMRA fluorescence. inhibition, % at 20 µM. hit rate 0.28% among 330,000. AID 493012;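 active = inhibition of at least 40% at 20 µM, with no more than 30% in the related APOBEC3A deaminase screen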;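 note: plate controls were DMSO wells with A3G for no effect and wells lacking A3G enzyme for full effect; some compounds called inactive have numbers as strong as hits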
# Starred values were filed as active, the others as inactive; . = no result given.
SMILES,NR3A LBD binder,hIAP act,A3A deaminase,beta cell repl,hIAP inh,MPTP inh,mIAP block,mIAP act,A3G deaminase
CC(C)CCNc1nc(N)c([N+](=O)[O-])c(N2CCCCCC2)n1,-2.4,0.699,32.9,-4.6,30.1,13.0,9.7,0.903,-5.3
CCOC(=O)N1CCN(C(=O)CNC(=O)c2ccccc2F)CC1,0.7,0.992,-3.2,-1.0,0.8,0.4,-0.4,1,-7.1
COCC1CCN(C(=O)c2cc(COc3cccc4cnccc34)on2)CC1,-6.3,0.938,-3.8,-1.3,6.2,5.8,0.2,0.998,-2.2
Oc1ccc(/C=N/n2c(COc3ccccc3)n[nH]c2=S)cc1O,.,0.953,-8.4,-2.7,4.7,1.6,13.3,0.867,43.0*
COc1ccc(OC)c(CN2CCN(C(=O)c3cc4ccccc4cc3O)CC2)c1,3.2,0.921,-4.1,-3.0,7.9,2.0,0.1,0.999,-4.9
Cc1ccc(NC(=O)NC2CC(=O)N(c3ccc4c(c3)OCCO4)C2)cc1C (stereo unspecified),0.5,0.996,-5.0,0.9,0.4,-0.6,-55.1,1.55,-9.9
CCC(C)(NC(=O)c1ccccc1)C(=O)O (stereo unspecified),-3.0,1.17,-5.7,0.0,-17.0,-0.3,4.1,0.959,-11.7
C/C=C(\C)C(=O)NCCN1C2=NC[C@H](Cc3ccc(O)cc3)N2C[C@H]1Cc1ccc(O)cc1,0.2,0.953,-0.5,5.5,4.7,-0.9,-3.6,1.04,-8.1
CCOC(=O)c1cc(C(C)(C)C)oc1CN,1.0,1.06,-2.7,-1.5,-5.9,-3.1,-0.2,1,-1.4
Cc1cccc(CN2CCN(Cc3ccc4nonc4c3)CC2CCO)n1 (stereo unspecified),0.9,1.08,-3.0,-0.9,-7.8,1.0,-4.7,1.05,-5.7
Cc1cccc(/C=C2/SC(=O)N(Cc3ccccc3Cl)C2=O)n1,-1.8,0.877,-1.6,-1.2,12.3,0.3,13.8,0.862,-5.0
CCN1C(C)=C(C)S/C1=C1\SC(=S)N(C2CCCCC2)C1=O,-11.6,0.994,-5.3,-0.2,0.6,3.1,9.9,0.901,-4.7
CCOc1ccc(-c2cc(C(=O)OC)[nH]n2)cc1,-0.4,1.17,5.4,-1.9,-16.8,4.3,2.7,0.973,-1.7
Cc1ccc(S(=O)(=O)N2CCOCC2)cc1C(=O)c1nccn1C,-0.2,1.05,-3.6,-2.4,-5.4,-0.5,-6.8,1.07,-6.9
O=C1C2Sc3[nH]c(=O)sc3C(c3ccccc3)C2C(=O)N1c1ccccc1 (stereo unspecified),0.8,1.05,-2.9,-3.6,-5.4,0.6,9.5,0.905,-6.0
CCOC(=O)c1c(C)c(C(=O)NCc2ccco2)c(C)n1CC,-2.7,1.12,-2.2,1.0,-12.4,2.6,1.3,0.987,-7.1
CCOc1cc2c(C)cc(=O)oc2cc1Cl,-0.8,0.856,0.5,-1.4,14.4,0.4,-0.2,1,5.2
CCCCc1ccc(NC(=O)COc2ccc(C(=O)Nc3ccccc3C)cc2)cc1,.,0.924,2.8,-4.1,7.6,.,-29.4,1.29,-5.1
CC(=O)c1ccc(NC(=O)CCc2c(C)nn(-c3ccc(N4CCOCC4)nn3)c2C)cc1,-0.7,0.867,-3.6,-0.1,13.3,-0.9,8.4,0.916,-2.4
Nc1ncnc2nc(SCc3ccccc3)[nH]c12,-1.0,0.968,-0.8,-0.8,3.2,-0.7,-3.6,1.04,1.6
CCC(C)Sc1nc2c(c(=O)[nH]1)C(c1cccs1)C1=C(CCCC1=O)N2 (stereo unspecified),-4.9,1,8.3,-4.9,-0.3,-0.1,14.4,0.856,-0.7
Cc1cccnc1NC(=O)C1CCN(S(=O)(=O)c2ccc3c(c2)CCC(=O)N3)CC1,0.1,1.01,1.2,2.9,-1.4,-1.9,-7.5,1.07,-5.0
CC(C)N1C(=O)C2(OCCCO2)c2cc(Br)ccc21,-1.3,1.29,-6.5,-2.2,-29.1,-1.0,5.8,0.942,3.9
Brc1ccc2ncc(Br)cc2c1,0.3,1.11,-0.7,-1.9,-11.3,-0.5,-3.1,1.03,-1.2
CN(C)S(=O)(=O)c1cc(NC(=O)CNCc2ccc(F)cc2)ccc1Cl,-0.3,0.997,0.4,-6.5,0.3,-0.3,7.9,0.921,-3.8
CN(C(=O)CCN1C(=O)/C(=C/c2ccccc2F)SC1=S)C1CCS(=O)(=O)C1 (stereo unspecified),-1.0,1.47,-2.7,1.0,-47.4,7.3,12.9,0.871,0.7
CCN(CC(=O)NCCN1CCOCC1)S(=O)(=O)c1ccc(F)cc1,-1.8,0.974,-2.7,-5.3,2.6,2.1,-1.5,1.01,-9.6
C=C(C)CNC(=S)N/N=C/c1ccc(N2CCOCC2)cc1,0.4,1.09,4.1,-1.6,-9.2,0.7,-2.1,1.02,-7.3
COc1ccc2c(c1)[C@H]1[C@H](CO2)[C@H](c2ccccc2)[C@]2(C)C(=O)Nc3ccccc3C(=O)N12,-4.5,0.911,-2.7,-7.5,8.9,1.4,-4.5,1.04,-7.7
COc1ccc2nc(SC(C)C(=O)NC3CCCC3)[nH]c2c1 (stereo unspecified),.,1.07,0.7,-2.8,-7.5,0.1,-0.6,1.01,-4.1
CCN1CCN(C(=O)c2[nH]c3ccc(OC)cc3c2C)CC1,-3.3,1.04,-6.8,-1.6,-4.5,-1.2,11.6,0.884,-3.3
Cc1ccccc1Nc1nc(N)nc(CSc2nncn2C)n1,1.5,1.04,-0.7,-0.4,-3.7,-0.7,4.5,0.955,-3.9
CC1CCN(CCOc2cc(Cl)ccc2Cl)CC1,0.1,0.885,-2.1,-3.5,11.5,0.0,1.0,0.99,-6.4
COc1ccc(CN2C(=NC(=O)C3CC3)SC3CS(=O)(=O)CC32)cc1OC (stereo unspecified),-1.1,1.07,2.7,1.2,-7.3,0.5,-6.4,1.06,-1.1
O=C(COC(=O)c1ccc(Br)cc1)NC(=O)NCc1ccccc1,3.9,1.06,0.7,-4.0,-6.0,-0.3,-12.1,1.12,4.6
O=C(CSc1nc(-c2ccccc2)cc(C(F)(F)F)n1)NCc1ccco1,0.3,1.11,1.0,-0.7,-10.7,0.4,6.6,0.934,2.8

# An excerpt from above in order of formula weight, descending.
SMILES,NR3A LBD binder,hIAP act,A3A deaminase,beta cell repl,hIAP inh,MPTP inh,mIAP block,mIAP act,A3G deaminase
O=C(COC(=O)c1ccc(Br)cc1)NC(=O)NCc1ccccc1,3.9,1.06,0.7,-4.0,-6.0,-0.3,-12.1,1.12,4.6
CCN1CCN(C(=O)c2[nH]c3ccc(OC)cc3c2C)CC1,-3.3,1.04,-6.8,-1.6,-4.5,-1.2,11.6,0.884,-3.3
CC1CCN(CCOc2cc(Cl)ccc2Cl)CC1,0.1,0.885,-2.1,-3.5,11.5,0.0,1.0,0.99,-6.4

# Continuation.
SMILES,NR3A LBD binder,hIAP act,A3A deaminase,beta cell repl,hIAP inh,MPTP inh,mIAP block,mIAP act,A3G deaminase
O=C(COC(=O)c1ccc(S(=O)(=O)N2CCc3ccccc3C2)cc1)NC1CCS(=O)(=O)C1 (stereo unspecified),1.9,1.12,12.1,-5.8,-12.1,1.5,0.0,1,-6.2
O=C(CN1C(=O)NC2(CCCCC2)C1=O)N1CCN(c2ncccn2)CC1,1.4,1.06,0.4,-0.5,-6.2,-0.7,2.4,0.976,-3.0
COc1c2occc2c(OC)c2c(=O)cc(C(F)(F)C(F)(F)F)oc12,0.8,0.89,-2.5,-0.6,11.0,1.7,7.3,0.927,-7.8
Cn1c(=O)[nH]c(=O)c2[nH]c(CN3CCN(C(=O)c4ccco4)CC3)nc21,0.6,1.18,1.6,-0.7,-17.6,-1.2,1.5,0.985,-4.0
O=C(O)CCC(=O)N1N=C(c2ccccc2)CC1c1ccc2nccnc2c1 (stereo unspecified),1.6,1.07,-2.9,-1.3,-7.0,1.2,-3.3,1.03,10.4
CCc1nnc(NC(=O)CSc2ccc(-c3ccc(F)cc3)nn2)s1,.,1.17,1.3,-1.2,-17.4,.,-6.0,1.06,-2.8
O=C(CNC(=O)c1ccc(Br)o1)Nc1ccc(N2CCCCCC2)cc1,-2.5,1.05,-3.3,-1.4,-4.7,-1.7,-0.1,1,-9.4
CCN(CC)S(=O)(=O)c1cc(C(=O)OCC(=O)Nc2c(F)cccc2F)ccc1F,-1.7,1.05,1.6,0.0,-4.6,2.9,-5.0,1.05,2.1
CN1CCc2c(sc(N)c2C(=O)O)C1,-0.3,1.05,-1.6,-3.1,-5.3,-1.2,6.8,0.932,0.6
O=C(Nc1cccnc1)c1ccccc1Cl,2.5,1.06,-5.9,-1.3,-5.9,-0.4,8.2,0.918,-6.0
CC12CCC(C(=O)Nc3cccc(Cl)c3Cl)([C@H](Br)C1=O)C2(C)C (stereo partly specified),-2.5,0.757,-1.8,-1.5,24.3,0.0,-1.2,1.01,-6.8
Nc1nncn1C(=O)c1ccc(Cl)cc1Cl,-1.2,0.971,-1.5,-0.2,2.9,-0.2,6.7,0.933,-7.1
O=C(NCCC1=CCCCC1)C1CCN(Cc2cnn(-c3ccccc3)c2-n2cccc2)CC1,0.7,1.59,-2.3,-5.3,-59.5,16.0,-58.4,1.58,-8.0
CN(C)c1ccc(NC(=O)CSc2nc3ccccc3c(=O)n2C2CCCCC2)cc1,-8.0,0.911,-1.8,-4.5,8.9,0.6,4.6,0.954,-2.2
CCc1nnc(NC(=O)CCS(=O)(=O)c2ccc(C)cc2)s1,0.9,0.944,-5.2,4.1,5.6,-0.5,-2.8,1.03,-7.7
COc1cc(C(=O)NC2CCN(CC(=O)NC3CCCCC3C)CC2)cc(OC)c1OC (stereo unspecified),0.8,1.02,-0.6,0.0,-2.2,0.5,0.7,0.993,-4.3
O=C(N/N=C/c1c(O)ccc2ccccc12)c1ccc(CO)nc1,-11.2,1.52,-1.3,-3.0,-52.3,0.2,24.9,0.751,-4.7
CN(C)S(=O)(=O)c1cccc(NC(=O)C2Cc3ccccc3CN2C(=O)c2ccco2)c1 (stereo unspecified),-0.2,0.989,3.9,-2.2,1.1,-2.5,-4.7,1.05,2.4
CCOCC(O)CS(=O)Cc1ccccc1 (stereo unspecified),-0.5,1.03,1.9,-2.8,-3.2,2.4,2.3,0.977,-5.4
Cc1nc(Nc2cccc(F)c2)c2oc3ccccc3c2n1,27.5*,0.972,2.1,-1.8,2.8,0.2,-2.7,1.03,0.1
COc1cc(NC(=S)NC(=O)c2ccc(F)cc2)ccc1NC(=O)c1ccco1,-6.3,0.741,-2.3,-0.7,25.9,4.5,19.0,0.81,-9.8
O=C(Oc1ccccc1N1CCOCC1)c1sccc1Br,-0.3,0.966,1.9,-1.6,3.3,0.6,-0.5,1,8.2
CS(=O)(=O)N(CCc1ccccc1)CC(=O)N1CCN(c2ccccc2F)CC1,0.4,1.01,0.2,-0.6,-1.5,-1.8,4.2,0.958,0.2
COc1ccc(C)cc1NC(=O)c1sc2ncn(CC(=O)N3CCCCC3)c(=O)c2c1C,-0.7,0.828,-3.4,-3.4,17.2,-0.7,3.5,0.965,-5.1
COc1cccc(C(=O)OCC(=O)NC2CCCc3ccccc32)c1O (stereo unspecified),-1.6,1.1,3.8,2.8,-10.3,-1.6,-2.3,1.02,-0.7
COc1ccc(C(=O)CC(=O)C(=O)NCCc2cccc(C)c2)cc1,-4.3,1.09,-8.0,-2.3,-8.9,-1.7,4.7,0.953,-6.2
